High-throughput results deposited in PubChem by National Center for Advancing Translational Sciences (NCATS).
Vif-A3G inh: Vif-A3G binding inhibition. HeLa A3G-eYFP + Vif (tagged APOBEC3G with the HIV-1 protein that degrades it), YFP fluorescence, overnight. AID 602310. Potency, µM (series often up to 46.1 µM), for the others: at the highest dose activity, negative = active, most hits filed as inhibitors. Q9HC16. 0.076% of 410,000 active;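 also: % is scaled to controls: 0 for no effect and ±100 for the full control effect; nearly all actives have a fitted effect of over 60% in size; hits raise eYFP signal because A3G escapes Vif-driven loss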
Target sequence (Q9HC16 whole entry, looked up): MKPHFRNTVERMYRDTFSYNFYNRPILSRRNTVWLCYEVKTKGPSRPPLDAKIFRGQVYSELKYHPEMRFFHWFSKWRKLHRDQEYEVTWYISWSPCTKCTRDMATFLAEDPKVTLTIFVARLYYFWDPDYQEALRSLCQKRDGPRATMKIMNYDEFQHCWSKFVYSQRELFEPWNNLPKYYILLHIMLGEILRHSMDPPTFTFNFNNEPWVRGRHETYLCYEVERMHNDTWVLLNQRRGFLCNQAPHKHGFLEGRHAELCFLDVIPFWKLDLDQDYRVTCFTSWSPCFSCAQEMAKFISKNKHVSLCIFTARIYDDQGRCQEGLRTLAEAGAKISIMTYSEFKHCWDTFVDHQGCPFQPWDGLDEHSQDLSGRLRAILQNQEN
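HeLa cells stably expressing Vif and C-terminally eYFP-tagged A3G, seeded overnight at 37 deg C, then exposed to compound by pintool overnight at 37 deg C. Rise in yellow fluorescence (Ex 488/Em 500-530, Acumen) marks blocked Vif-driven A3G degradation.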
Vif-APOBEC3F blk: blocks the Vif interaction with APOBEC3F; AID 602313; Potency, µM (top dose mostly 46.1 µM), for the others: top-dose activity, negative = active; 0.2% of 390,000 active; HeLa A3F-eYFP + Vif (tagged APOBEC3F with the HIV-1 protein that degrades it), YFP fluorescence increase; also: % of control where 0% means no effect; nearly all actives have a fitted effect of over 65% in size
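Fluorescence increase (Ex 488/Em 500-530) after overnight compound treatment at 37 deg C flags inhibition of Vif-driven A3F-eYFP loss in stable HeLa A3F-eYFP/Vif cells seeded overnight beforehand.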
RGS4 inhibitor: blocks human RGS4-accelerated GTP hydrolysis; Transcreener GDP fluorescence polarization, RGS4-accelerated GTP hydrolysis; Potency, µM (titrated, usually from 114 µM), inactives show at the top dose activity change, negative = inhibition, actives largely listed as inhibitors; P49798; 0.039% of 390,000 active; also: % is scaled to controls: 0 for no effect and ±100 for the full control effect; nearly all actives have a fitted effect of over 75% in size; some results filed as inactive show a strong effect at the top dose
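MLSMR compounds (23 nl, pin-transferred) preincubated 10 min at room temperature with a 500nM (2x) first reagent, then RGS4 at 900nM (2x) plus Transcreener GDP mix added; fluorescence polarization (620/688 nm) read before and after 90 min at 30 °C.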
RXFP1 agonist: RXFP1 (human) receptor agonism; Q9HBX9; HEK293T-RXFP1 cAMP TR-FRET, 30 min; response scale: percent of porcine relaxin response, buffer zero; Potency, µM (doses to about 57.5 µM), for the others: at the top dose activation, most hits filed as activators; 0.3% of 370,000 active; also: % is scaled to controls: 0 for no effect and ±100 for the full control effect; nearly all actives have a fitted effect of over 60% in size; many of its hits are not listed in these tables
Target sequence (Q9HBX9 whole entry, looked up): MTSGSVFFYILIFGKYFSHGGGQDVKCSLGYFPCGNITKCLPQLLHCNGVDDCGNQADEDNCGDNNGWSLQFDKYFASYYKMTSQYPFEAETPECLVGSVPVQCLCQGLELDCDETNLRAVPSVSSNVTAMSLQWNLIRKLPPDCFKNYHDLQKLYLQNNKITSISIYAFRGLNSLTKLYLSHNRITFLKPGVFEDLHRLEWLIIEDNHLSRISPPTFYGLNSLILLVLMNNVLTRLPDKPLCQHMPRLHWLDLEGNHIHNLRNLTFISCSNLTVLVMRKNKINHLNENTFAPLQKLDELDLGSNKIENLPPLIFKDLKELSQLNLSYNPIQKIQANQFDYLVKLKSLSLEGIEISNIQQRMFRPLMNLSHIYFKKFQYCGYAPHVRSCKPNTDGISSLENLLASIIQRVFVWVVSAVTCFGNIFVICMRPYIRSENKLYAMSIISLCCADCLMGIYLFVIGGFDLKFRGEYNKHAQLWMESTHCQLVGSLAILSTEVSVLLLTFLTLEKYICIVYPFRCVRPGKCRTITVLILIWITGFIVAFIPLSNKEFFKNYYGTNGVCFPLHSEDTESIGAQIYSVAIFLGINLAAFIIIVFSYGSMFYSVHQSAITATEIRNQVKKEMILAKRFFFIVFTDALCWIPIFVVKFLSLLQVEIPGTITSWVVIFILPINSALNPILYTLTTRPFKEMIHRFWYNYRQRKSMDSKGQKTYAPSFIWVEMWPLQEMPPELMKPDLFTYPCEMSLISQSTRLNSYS
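Agonist response is measured as cAMP accumulation in an RXFP1-transfected HEK293T line under PDE4 inhibition. Values are scaled between buffer-only and 29 nM porcine relaxin, and EC50s come from standard Hill equation fits.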
USP1-UAF1 inh: inhibitors of human USP1/UAF1 deubiquitinase. O94782. recombinant USP1/UAF1, Ub-Rhodamine cleavage fluorescence. Potency, µM (top dose mostly 57.1 µM), for the others: top-dose activity change, negative = inhibition, actives largely listed as inhibitors. 0.23% of 390,000 active. AID 743255; also: % is scaled to controls: 0 for no effect and ±100 for the full control effect; nearly all actives have a fitted effect of over 60% in size; inactives centre near -12
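In this screen, compounds sit with the deubiquitinase complex (1nM) for 15 min at room temperature before Ub-Rho is added at 150nM final. Fluorescence rise is then followed for 6 reads every 60 seconds.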
ALOX12 inh: ALOX12 (human) lipoxygenase inhibition | P18054 | purified 12hLO, xylenol orange hydroperoxide absorbance | Potency, µM (top dose mostly 108 µM), for the others: at the top dose activity change, negative = inhibition, most hits filed as inhibitors | 1.1% of 580,000 active | AID 1671190; also: % is scaled to controls: 0 for no effect and ±100 for the full control effect
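Hydroperoxide product was detected by ferrous iron/xylenol orange as the 573 to 405 nm absorbance ratio. Arachidonic acid at 40 uM (final) was turned over for 30 min at room temperature by 150 nM human 12hLO, pH 7.0 Hepes buffer, after 15 min compound preincubation.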
mIDH1 inhibitor: blocks human mutant IDH1 R132H enzyme; 0.093% of 390,000 active; IDH1-R132H enzyme, NADPH consumption, diaphorase/resazurin fluorescence; Potency, µM (series often up to 76.6 µM), without a hit: at the highest dose activity change, negative = inhibition, hits mostly inhibitors; O75874; also: % is scaled to controls: 0 for no effect and ±100 for the full control effect; nearly all actives have a fitted effect of over 65% in size
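IDH1-R132H (0.5 ug/mL dispensed) in pH 7.5 Tris buffer was preincubated 30 min with compound, then given a substrate mix of 0.016 mM NADPH and 2 mM alpha-KG for 80 min at room temperature; remaining NADPH was read by diaphorase/resazurin fluorescence.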
TrxR1 substrate: substrates of rat thioredoxin reductase 1; O89049; purified TrxR1 substrate turnover, NADPH consumption readout; Potency, µM (doses to about 114 µM), for the others: at the top dose activity change, negative = substrate turnover; 0.01% of 390,000 active; AID 588456; also: % is scaled to controls: 0 for no effect and ±100 for the full control effect; nearly all actives have a fitted effect of over 50% in size
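Rat TrxR1, dispensed at 90 nM, was prereduced with 400 uM NADPH (final) for 5 min at ~22 deg C, then incubated with compound 15 min before 400 uM selenite. A first-read NADPH fluorescence drop versus no-compound background flagged substrates.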
rTrxR1 inhibitor: inhibitors of rat thioredoxin reductase 1; O89049; recombinant rTrxR1, NADPH fluorescence consumption, selenite substrate; Potency, µM (series often up to 114 µM), for the others: at the highest dose activity change, negative = inhibition, actives largely listed as inhibitors; 1% of 390,000 active; AID 588453; also: % is scaled to controls: 0 for no effect and ±100 for the full control effect; nearly all actives have a fitted effect of over 65% in size
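Rat TrxR1 (90 nM in the dispensed reagent) was pre-reduced with 400 uM NADPH for 5 min at room temperature, then incubated with compound for 15 min. After 400 uM selenite was added, NADPH fluorescence (Ex 340/Em 450 nm) was followed for 8 min.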
* hit, by the source's call; ? = inconclusive; nt = no result given; & = joins results of further samples; [ ] = dose if it differs, or a comment. Calls follow the shape of the dose curve; as a rule, active = well fitted curve in the direction sought with a large enough effect; inconclusive = small, poorly fitted or top-dose-only effect, or another doubt; inactive = no such curve, though single readings can be large; an effect the other way counts as inactive or inconclusive. Potency is read from the fitted curve at half-maximal effect. Only part of the results is shown; count on the stated rates, not on these rows.

Every second line gives: Vif-A3G inh, Vif-APOBEC3F blk, RGS4 inhibitor, RXFP1 agonist, USP1-UAF1 inh, ALOX12 inh, mIDH1 inhibitor, TrxR1 substrate, rTrxR1 inhibitor
- O=C(Nc1ccccc1F)C1CCN(S(=O)(=O)c2cccnc2)CC1
→ 5%, -5%, 16%, 0.3%, -7%, 12%, -18%, -10%, -1%
- COc1ccc(S(=O)(=O)N2CCN(c3nn(C)c(=O)n(C)c3=O)CC2)cc1
→ 4%, 1%, 8%, 1.6%, -23%, -11%, -7%, -1%, 20%
- Cc1ccc(NC(=O)Nc2c[nH]c(=O)[nH]c2=O)c(Cl)c1
→ -1%, 3%, -6%, -1.1%, -5%, -27%, -13%, 4%[57.1 µM], 13%[57.1 µM]
- COc1ccccc1C(=O)N1CCN(C2CCN(Cc3ccccc3)CC2)CC1
→ 3%, 1%, 19%, 2.3%, -19%, ?, 4%, 4%, 12%
- Cc1cc(C(=O)N/N=C/c2c(C)[nH]c3ccccc23)n[nH]1
→ -4%, 2%, ?, -1.5%, 0%, 0%, 2%, -4%[57.1 µM], 2%[57.1 µM]
- CC1(CC(=O)N/N=C/c2cc(Br)c(O)cc2O)OCCO1
→ -1%, 0%, 0%, -3.5%, -22%, 10%, 2%, -13%, 9%
- C/C(=N/NS(=O)(=O)c1ccc(C)cc1)c1ccc2c(c1)OCO2
→ 0%, -3%, -5%, -0.8%, -22%, -3%, 0%, 1%, 10%
- COc1ccc([N+](=O)[O-])cc1NC(=O)COC(=O)c1ccccn1
→ 2%, 6%, -9%, -0.3%, -13%, -5%, 3%, 9%[57.1 µM], 10%[57.1 µM]
- COc1ccc(OC)c(NC(=O)Nc2ccc(Cl)cc2)c1
→ -2%, -3%, 17%, -0.3%, -21%, nt, 7%, -3%, 14%
- COc1cc(NC(=O)CCn2cnc3ccccc3c2=O)cc(OC)c1
→ -4%, 11%, -4%, 0.4%, -6%, -14%, -7%, -7%[57.1 µM], -6%[57.1 µM]
- CC(=O)c1c(C)[nH]c(C(=O)CN2C(=O)NC3(CCCCC3C)C2=O)c1C (stereo not given)
→ -4%, 3%, -13%, -0.1%, -21%, 0%, 5%, 4%, 11%
- O=C(CCc1ccccc1)N=C1SC2CS(=O)(=O)CC2N1c1ccccc1F (stereo not given)
→ 2%, 1%, 39%[11.4 µM], -2.7%, -11%, -16%, -3%, 2%, 22%
- Cc1cccc(NS(=O)(=O)c2ccc(C)c(C(=O)NCCCN3CCOCC3)c2)c1
→ 1%, -8%, 10%, -1.2%, -4%, -1%, -1%, -4%, 8%
- Cc1cccc(OCCC(=O)NCC(=O)Nc2c(C)cccc2C)c1
→ 0%, -14%, -19%, -0.9%, -25%, -12%, 15%, 9%[57.1 µM], 12%
- Cc1ccc(-n2c(=O)c3c4c(sc3n(Cc3ccccc3C)c2=O)CCC4)cc1C
→ 0%, 2%, 5%, 2.2%, -10%, -19%, 0%, 7%[2.29 µM], 9%

4 entries from above, with each value named.
COc1ccc([N+](=O)[O-])cc1NC(=O)COC(=O)c1ccccn1
  Vif-A3G inh = 2% | Vif-APOBEC3F blk = 6% | RGS4 inhibitor = -9% | RXFP1 agonist = -0.3% | USP1-UAF1 inh = -13% | ALOX12 inh = -5% | mIDH1 inhibitor = 3% | TrxR1 substrate = 9%[57.1 µM] | rTrxR1 inhibitor = 10%[57.1 µM]

COc1ccc(OC)c(NC(=O)Nc2ccc(Cl)cc2)c1
  Vif-A3G inh = -2% | Vif-APOBEC3F blk = -3% | RGS4 inhibitor = 17% | RXFP1 agonist = -0.3% | USP1-UAF1 inh = -21% | ALOX12 inh = nt | mIDH1 inhibitor = 7% | TrxR1 substrate = -3% | rTrxR1 inhibitor = 14%

COc1cc(NC(=O)CCn2cnc3ccccc3c2=O)cc(OC)c1
  Vif-A3G inh = -4% | Vif-APOBEC3F blk = 11% | RGS4 inhibitor = -4% | RXFP1 agonist = 0.4% | USP1-UAF1 inh = -6% | ALOX12 inh = -14% | mIDH1 inhibitor = -7% | TrxR1 substrate = -7%[57.1 µM] | rTrxR1 inhibitor = -6%[57.1 µM]

CC(=O)c1c(C)[nH]c(C(=O)CN2C(=O)NC3(CCCCC3C)C2=O)c1C (stereo not given)
  Vif-A3G inh = -4% | Vif-APOBEC3F blk = 3% | RGS4 inhibitor = -13% | RXFP1 agonist = -0.1% | USP1-UAF1 inh = -21% | ALOX12 inh = 0% | mIDH1 inhibitor = 5% | TrxR1 substrate = 4% | rTrxR1 inhibitor = 11%

The list goes on.
Every second line gives: Vif-A3G inh, Vif-APOBEC3F blk, RGS4 inhibitor, RXFP1 agonist, USP1-UAF1 inh, ALOX12 inh, mIDH1 inhibitor, TrxR1 substrate, rTrxR1 inhibitor
- COc1ccc(CCC(C)NC2CCCCCCC2)cc1 (stereo not given)
→ 3%, 2%, -41%, 1.3%, 1%, 24%, -1%, 4%[57.1 µM], -6%[57.1 µM]
- O=C(O)/C=C/c1cn(-c2ccccc2)nc1-c1cccc([N+](=O)[O-])c1
→ -7%, 6%, -7%, -0.4%, -22%, -8%, 3%, 3%, 16%
- O=C(O)CCc1nnc(SCC(=O)Nc2cccc(C(F)(F)F)c2)[nH]c1=O
→ -5%, 0%, 6%, 3.4%, -2%, -3%, 5%, 5%[57.1 µM], 9%[57.1 µM]
- CCS(CC)=NS(=O)(=O)c1ccc(NC(C)=O)cc1
→ 0%, -12%, -3%, -0.3%, -13%, 0%, 0%, 9%[57.1 µM], 13%[57.1 µM]
- O=C1c2ccccc2NC(c2ccc(-c3cccs3)o2)N1O (stereo not given)
→ -1%, 6%, -7%, 3.7%, nt, ?, nt, 44%[activator], ?
- O=C(COc1ccccc1)NC1CCSC1=O (stereo not given)
→ -6%, 5%, 27%, 1.3%, -7%, -4%, -1%, 3%, 38%[activator]
- CCOc1ccc(C(=O)Nc2cccc(OCc3cc(=O)n4ccccc4n3)c2)cc1
→ -3%, -12%, 18%, 19%, -20%, -14%, -4%, 1%[57.1 µM], 7%[57.1 µM]
- Cc1ccc(NC(=O)CN2CCOCC2)cc1C
→ 2%, 3%, -13%, -0.5%, -12%, 3%, 1%, -1%[57.1 µM], 7%[57.1 µM]
- COCCNC(=O)CN(c1cccc(OC)c1)S(=O)(=O)c1ccc(C)cc1
→ -6%, -1%, 15%, -1.1%, -4%, -3%, 0%, -6%, -7%
- Cc1c(Cl)cccc1NC(=O)CCN1CCCCC1
→ -2%, -6%, -16%, -0.6%, -9%, 0%, 0%, 1%[57.1 µM], 9%[57.1 µM]
- C[C@H]1CN([C@@H](C)CO)C(=O)c2cc(NS(=O)(=O)c3ccc(F)cc3)ccc2O[C@H]1CN(C)S(=O)(=O)c1cn(C)cn1
→ 1%, 3%, -12%, nt, -8%, -14%, 8%, 4%, 6%[57.1 µM]
- O=[N+]([O-])c1ccc(N2CCN(CCO)CC2)c2ncccc12
→ 0%, 9%, 23%, -1.1%, -13%, -11%&-8%, 1%, -11%, -1%[57.1 µM]
- Cc1ccc(S(=O)(=O)N2CCN(c3ccc(N4CCOCC4)nn3)CC2)cc1[N+](=O)[O-]
→ 1%, -6%, -19%, 0.2%, -4%, 15%, 2%, 8%, 15%
- O=C(CCCn1c(=O)oc2ccccc21)N1CCN(c2ccc(F)cc2)CC1
→ 1%, -10%, -12%, 1.8%, -21%, -14%, 14%, 3%, 12%
- CCc1ccc(C(CNc2nc(C(F)(F)F)nc3ccccc23)N(C)C)cc1 (stereo not given)
→ 0%, -6%, 0%, -2.0%, -5%, -26%, -6%, 4%[0.457 µM], 8%
- COC(=O)c1cccc(NC(=O)CCCOc2ccccc2)c1
→ 1%, -15%, 36%, 2.5%, -6%, 0%, -3%, -3%, 15%
- COc1ccccc1CC(=O)OC(C)C(=O)Nc1ccc(S(=O)(=O)N2CCCCC2)cc1 (stereo not given)
→ -3%, 2%, -33%, -0.8%, -14%, 175%[activator], 4%, -6%, -1%
- COc1ccc([C@@H]2CC=C(C(=O)O)CN2S(=O)(=O)c2ccc(Cl)cc2)cc1
→ -2%, 8%, -16%, 1.6%, -31%, -12%, 8%, -3%[57.1 µM], 17%[57.1 µM]
- CCOCCn1c(=NC(=O)/C=C/c2ccccc2Cl)sc2cc(NC(C)=O)ccc21
→ -15%, -9%, 22%, -1.2%, 3%, -11%, 2%, -3%, 3%
- CC(=O)Oc1ccc(-c2csc(Nc3ccc(S(N)(=O)=O)cc3)n2)cc1
→ 1%, -2%, -23%, -1.6%, -17%, 7%, 2%, -11%, 3%
- O=C(O)C1CC(=O)N(c2ccc3c(c2)OCCO3)C1 (stereo not given)
→ 4%, -7%, -48%[11.4 µM], 3.6%, -20%, ?, 7%, -3%, -14%
- Cc1ccc(C(=O)NC2(C(F)(F)F)N=C(c3ccccc3)N(C3CCCCC3)C2=O)cc1 (stereo not given)
→ -16%, -3%, 26%, 1.9%, -21%, -15%, -5%, -9%, 8%
- Cc1sc2ncnc(N3CCC(C(=O)Nc4ccc(Br)cc4Br)CC3)c2c1C
→ 1%, 0%, -31%, 9.0%, 0%, -6%, -6%, -8%, -3%
- CC(=O)N1CCC(N(CCCOC(C)C)S(=O)(=O)c2ccc([N+](=O)[O-])cc2)CC1
→ 0%, -6%, -19%, 0.8%, -8%, 0%, -3%, -2%, 7%
